Source: PubChem BioAssay
NCI-60 one-dose screen, 48 h, at 10 µM unless noted. Numbers give growth in % (100 = growth as untreated, 0 = no growth, -100 = all killed).
MDA-MB-231 = MDA-MB-231 breast cancer. 5% of 81,000 active
MCF7 = MCF7 breast cancer; 6.3% of 82,000 active
K-562 = K-562 leukemia; 7.4% of 78,000 active
MDA-MB-468 = MDA-MB-468 breast cancer; 8.5% of 78,000 active; AID 2202374
SR = SR leukemia cells | 8.7% of 73,000 active
T-47D = T-47D breast cancer; 5% of 79,000 active; AID 1794792
BT-549 = BT-549 breast cancer; 4.4% of 78,000 active
MOLT-4 = MOLT-4 leukemia cells. 6.9% of 80,000 active. AID 1794779
The depositor's hits bear a star; . = not tested or not shown; & = joins results of further samples. How the source made its calls: active means growth percent below 10; inactive means the rest.

SMILES	MDA-MB-231	MCF7	K-562	MDA-MB-468	SR	T-47D	BT-549	MOLT-4
CCS(=O)(=O)Oc1ccc2c3c(c(=O)oc2c1)CCCCCC3	78	102	61	60	67	66	85	73
Cc1cc(=O)oc2cc(OCC(O)CNN3C(=O)c4cccc5c(NC6CCCCC6)ccc(c45)C3=O)ccc12 (stereo not drawn)	90	82	86	92	91	79	115	83
O=S(=O)(NS(=O)(=O)c1ccccc1)c1ccccc1	108	91	86	99	98	103	118	103
Cc1ccc2c(c1)C(=O)N(CC[P+](c1ccccc1)(c1ccccc1)c1ccccc1)C2=O	97	87	91	30	110	82	87	106
CC(C)CCSc1nc(Nc2ccccc2)c(C#N)c(-c2ccccc2)n1	8.8*	46	49	43	27	58	62	81
O=[N+]([O-])c1ccc2cccnc2c1	116	102	109	124	114	102	105	101
COc1ccc(-c2nc(/C=C3/C(=O)N(C)c4ccccc43)c3ccccn23)cc1OC	87	89	104	102	108	108	95	112
O=C(Nc1ccccc1)Nc1ncnc2sc(-c3ccccc3)c(-c3ccccc3)c12	59	75	64	67	.	72	100	75
O=C(N/N=C/[C@@H](O)[C@H](O)[C@H](O)CO)c1ccc(NC(=O)c2cccnc2)cc1	102	93	103	101	96	96	99	113
COc1ccc(S(=O)(=O)NCCNc2nccc(-c3c(-c4cccc(N)c4)nc4sccn34)n2)cc1	104	91	89	88	107	76	83	99
CC(=O)C1CCC2C(CCC3=CC(=O)CCC32)C1 (stereo not drawn)	103	101	98	92	.	91	100	102
CC(=O)Nc1cccc(-c2[nH]c3ccccc3c2C=O)c1	79	86	.	93	76	85	96	85

Next section, starting with the last four of the part before.
SMILES	MDA-MB-231	MCF7	K-562	MDA-MB-468	SR	T-47D	BT-549	MOLT-4
O=C(N/N=C/[C@@H](O)[C@H](O)[C@H](O)CO)c1ccc(NC(=O)c2cccnc2)cc1	102	93	103	101	96	96	99	113
COc1ccc(S(=O)(=O)NCCNc2nccc(-c3c(-c4cccc(N)c4)nc4sccn34)n2)cc1	104	91	89	88	107	76	83	99
CC(=O)C1CCC2C(CCC3=CC(=O)CCC32)C1 (stereo not drawn)	103	101	98	92	.	91	100	102
CC(=O)Nc1cccc(-c2[nH]c3ccccc3c2C=O)c1	79	86	.	93	76	85	96	85
CCCCSc1nc2sc3c(c2c(=O)n1-c1ccccc1)CCCCC3	101	97	97	111	93	88	112	93
CC(C)c1nc(SCC(=O)c2ccc(Br)cc2)nc(Nc2ccc(S(N)(=O)=O)cc2)c1C#N	91	94	91	85	101	67	120	86
Cc1ccc(Cl)c(-n2c(SCC(=O)Nc3ccc(S(=O)(=O)Nc4ncccn4)cc3)nc3ccccc3c2=O)c1	98	97	108	87	103	94	96	109
CNC(=O)c1c(NC(=O)c2ccccc2C(F)(F)F)sc2c1CCC(=O)C2	26	14	13	25	29	9.8*	27	18
NC(=O)C1CCN(c2c(Cl)cncc2Cl)CC1	107	98	94	107	90	91	97	90
C[N+](C)(C)CCNC(=O)c1cccc(OCc2ccccc2)c1	95	96	89	90	109	101	106	99
CCOC(=O)C[N+](C)(C)CCn1c2ccccc2c2nc3cc(C)c(C)cc3nc21	92	92	89	78	96	98	102	99
C=CCc1c(C)nc(N)[nH]c1=O	97	115	110	112	105	105	121	111
O=C(C[n+]1ccn(CC(OCc2ccc(Cl)cc2Cl)c2ccc(Cl)cc2Cl)c1)c1ccc(F)cc1 (stereo not drawn)	-97*	-84*	-17*	-77*	-53*	-72*	-95*	-20*
Cc1nc(Nc2ccc(Cl)cc2)c2cnn(-c3ccccc3)c2n1	111	88	113	98	101	101	102	106
C=CCSC(=O)Oc1c(Cl)c(Cl)c(Cl)c(Cl)c1Cl	94	92	60	112	76	94	103	70
CC(=O)OCC(COC(C)=O)(COC(C)=O)[N+](=O)[O-]	115	88	96	98	84	109	109	112
OC(c1ccc(Cl)cc1)c1ccc(Cl)cc1	86&110	109&92	99&88	70&95	111&75	90&96	112&104	101&89
Oc1ccc(CSc2nnc(-c3ccccc3)o2)c2cccnc12	47	9.2*	10	23	37	4.2*	29	14
COc1cc2c(c(OC)c1OC)C(=O)CC(c1cccc(NC(=O)c3ccccc3Br)c1)O2 (stereo not drawn)	99	78	70	85	68	66	99	70
COc1ccc(C(=O)Nc2noc(-c3ccc(OC)cc3)c2-c2cc(OC)c(OC)c(OC)c2)cc1	77	87	93	92	88	.	132	91
Cc1cccc(-c2nnc(Cn3cc(-c4ccccc4)nn3)o2)c1	107	94	93	102	98	94	98	97
CN(C)CCN(/N=C\c1ccc([N+](=O)[O-])o1)C(N)=O	106	101	100	91	102	.	117	101
O=C1NCC(Nc2ccccc2Cl)C(=O)N1 (stereo not drawn)	111	103	.	98	95	110	111	105
CC(=O)Nc1cc(C(c2ccccc2)c2ccccc2)cc(C(c2ccccc2)c2ccccc2)c1C	70	41	35	.	14	25	56	8.9*
COc1cc(CCn2nnc3c(NCCCN4CCOCC4)ncnc32)cc(OC)c1	105	102	117	101	81	.	.	100
OCCCC1CCN(CCO)CC1	97	82	90	115	97	102	101	98
CC(c1ccc(N)cc1)(c1c[nH]c2ccccc12)c1c[nH]c2ccccc12	76	82	71	88	86	87	94	74
COc1ccc(/C=C/c2nc3ccccc3c(=O)n2CC(=O)Nc2ccc(Cl)cc2)cc1	49	.	67	98	71	66	64	82
CC1(C)C(=O)/C(=C\c2cccnc2)C[C@]2(C)[C@H]3CC[C@@H]4[C@@H](C(=O)/C=C/c5ccncc5)CC[C@@]4(C)[C@]3(C)CC[C@@H]12	17	26	3.1*	-5.1*	5.5*	17	8.0*	8.0*
O=C(CCCCCNC(=O)c1ccc[nH]1)Nc1ccccc1	93	88	101	95	98	97	115	102
COC(=O)CC[C@@H]1O[C@@H](c2ccc(F)cc2)[C@@H](O)[C@H]1O	117	96	109	97	97	104	105	105
CNC(=O)C1COc2ccccc2O1 (stereo not drawn)	108	91	102	93	102	90	.	93
CCOc1ccccc1CCO	103	95	104	94	.	107	109	84
Clc1cccc(NC2=NCCN=C(Nc3cccc(Cl)c3Cl)SS2)c1Cl	80	93	86	83	74	65	.	69
O=c1oc2c(C(F)(F)F)cccc2cc1-c1csc(Nc2ccc(OCCF)cc2)n1	9.6*	15	.	5.5*	6.4*	71	32	16
CCN(CC)CCCC(C)Nc1ccnc2cc(Br)ccc12 (stereo not drawn)	70	95	79	96	84	108	93	87
O=C(O)CNc1ccc(Cl)c(Cl)c1	84	80	108	99	92	76	100	92
C/C=C(\C)CO[C@H]1Cc2cc3ccc(=O)oc3cc2OC1(C)C	105	93	89	88	124	77	91	81
COc1cc(C2=NN(C(C)=O)C(c3ccc(Oc4ccc(Cl)cc4)cc3)C2)cc(OC)c1OC (stereo not drawn)	93	95	101	.	102	103	83	108
COc1cccc(CNc2ncnc3sc(-c4ccc(NC(C)=O)cc4)cc23)c1	77	86	97	92	84	91	103	97
CC(=O)Oc1c2ccccc2c(OC(C)=O)c2ccccc12	102	101	105	100	94	105	98	89
COc1cccc(CNc2nnc(C)c(C)n2)c1O	96	97	102	92	102	94	101	109
S=C(N=Nc1ccccc1)NNc1ccccc1	97	90	100	111	81	100	101	79
CC(=O)C(=O)NCCCCCCC(=O)Nc1ccccc1	107	98	102	114	109	105	102	104
NS(=O)(=O)c1ccc(NCc2ccc(N=Cc3c(O)[nH]c4ccccc34)cc2)cc1	84	77	100	115	81	93	.	99
CCCCCCCCc1ccc(C(=O)Nc2cccc(CP(=O)(O)O)c2)cc1	102	89	95	94	100	93	93	109
Fc1cccc(CCC2CCCC2C2CC2)c1 (stereo not drawn)	109	93	96	114	.	95	99	107
COc1ccc(C(=O)c2c(N)c(C#N)cn2-c2ccc(Br)cc2C)cc1	85	101	92	86	123	89	99	102
COc1cc2oc(-c3cccc(NC(=O)c4cccc(NC(=O)[C@H](C)NC(=O)OC(C)(C)C)c4)c3)cc(=O)c2c(OC)c1OC	67	71	50	96	67	51	78	54
O=C(N/N=C/c1occc1Br)c1[nH]c2ccc(Br)cc2c1-c1ccccc1	-83*	-67*	6.6*	-75*	-9.6*	-77*	-89*	-15*
O=C(O)C1CSC(c2cccs2)N1 (stereo not drawn)	104	108	104	101	78	102	.	102
O=c1c2cnn(-c3ccccc3)c2n2c(Nc3ccccc3)nnc2n1-c1ccccc1	73	87	97	89	92	69	94	95
CC(C)c1ccc(C(=O)OC2CCCC2)cc1	103	96	120	106	105	91	98	110
CCCCC[n+]1ccc(SCC(=O)N(Cc2ccccc2)c2ccc(OC)cc2)c2ccccc21	106	96	32	33	104	60	123	78
O=C(c1nnc(Nc2cccc(Cl)c2)o1)c1c[nH]c2ccccc12	106	78	109	94	106	82	113	104
CN1CCN(C(=S)SCCCCOc2cc(=O)oc3ccccc23)CC1	89	79	64	56	67	56	81	73
CC[C@@H](CC[C@@H](C)[C@H]1CC[C@H]2[C@@H]3CC=C4CC(O)CC[C@]4(C)[C@H]3CC[C@]12C)C(C)C (stereo partly drawn)	.	91	105	102	.	92	95	103
Cc1ccc(CNc2ncnc3[nH]ncc23)cc1	98	105	103	89	90	95	111	94
CC(=O)OC1OC(COS(=O)(=O)c2ccc(C)cc2)C(OC(C)=O)C(OC(C)=O)C1OC(C)=O (stereo not drawn)	106	97	106	108	.	100	111	102
CN(Cc1ccccc1)c1nc(Cl)c(C2CC(c3ccccc3)=NN2c2cc(Cl)cc(Cl)c2)s1 (stereo not drawn)	113	86	83	107	97	93	119	90
O=C(N/N=C/c1cccc(O)c1O)c1ccccc1	31	3.1*	16	-13*	18	16	31	9.4*
O=C(COc1cccc(/C=C2/Oc3ccccc3C2=O)c1)Nc1nccs1	66	54	43	.	-54*	166	88	28
COc1ccccc1C(C)=O	117&104	97&103	106&85	111&108	86&96	96&106	100&109	99&95
CN(C)c1nc(-c2cccs2)n2nc(-c3ccco3)cc2n1	83	36	106	7.5*	74	54	94	97

Next part
SMILES	MDA-MB-231	MCF7	K-562	MDA-MB-468	SR	T-47D	BT-549	MOLT-4
COc1cc(Nc2ncc(NC(=O)Nc3c(Cl)cccc3Cl)c(Oc3ccc(C)cc3OC)n2)cc(OC)c1	95	94	122	99	94	101	99	108
CCCC1OC(CCc2ccccc2)OCC1CC (stereo not drawn)	111	103	88	111	92	118	101	92
Cc1ccc(C)c(Oc2c(-c3nc4ccc(C(=O)O)cc4[nH]3)c(C)nn2-c2ccccc2)c1	101	95	93	117	98	103	100	124
O=C(O)CNC(=O)CNC(=O)c1ccccc1	118	90	121	115	100	107	.	104
COc1ccc(-c2cc(-c3ccccc3)nc(N3CCN(CCNc4ccnc5cc(Cl)ccc45)CC3)n2)cc1	-82*	-85*	1.0*	-55*	7.1*	-48*	73	-1.8*
CC1(C)COCCN1CC(O)c1ccc(Br)cc1 (stereo not drawn)	115	96	105	91	121	98	108	114
CC1=N/C(=C\c2ccc(N(C)C)cc2)C(=O)N1CCc1ccc(S(N)(=O)=O)cc1	96	92	91	110	86	83	93	94
COc1ccc(C(=O)C[n+]2ccn(CCC(=O)Nc3cccc4cccnc34)c2)cc1	98	87	78	37	110	89	93	96
Nc1ccc(S(=O)(=O)Nc2nccs2)cc1N=Nc1ccccc1[N+](=O)[O-]	96	101	89	99	80	86	99	114
COC(=O)/C=C(/C(=O)OC)N(O)C(=O)CN1C(=O)c2ccccc2C1=O	97	93	100	94	107	107	93	105
O=C(CCc1nnc2sc(/C=C/c3ccccc3)nn12)c1nc2ncccc2[nH]1	100	86	11	85	89	93	115	96
O=C(Nc1ccc(-c2nc(-c3cccc(OCCN4CCOCC4)c3)c(-c3ccnc(Br)c3)[nH]2)cc1)Oc1ccccc1	81	75	89	92	104	88	109	81
O=C(Nc1ccc(Cl)c2c1C(=O)c1ccccc1C2=O)c1ccccc1	99	91	94	121	98	103	102	99
CCCCCCCCCCCCCCCC[N+]1(C)CCCC1c1cccnc1 (stereo not drawn)	31	41	36	-16*	43	45	-6.3*	33
O=C1c2ccccc2C(=O)c2c1ccc1[nH]c(CCl)nc21	37	6.5*	2.9*	-29*	.	-22*	.	-2.4*
O=C(Nc1ccccc1OC(=O)c1ccccc1)c1ccccc1	56	27	25	59	59	67	73	26
O=C(COC(=O)c1ccccc1)NCCCCc1ccccc1	119	105	98	.	101	101	109	95
FC(F)(F)Oc1ccc2c(c1)CC1C[C@@H](c3cccc4ccccc34)N2O1 (stereo partly drawn)	85	71	60	93	74	79	110	74
Nn1c(N=Nc2c(O)[nH]c3c(Cl)cc(Cl)cc23)n[nH]c1=S	99	102	96	100	89	93	113	96
CCOC(=O)C1(c2ccccc2)CCOC1=O (stereo not drawn)	104	98	95	99	.	89	74	102

Quoted at random: 5 records from the list.
SMILES	MDA-MB-231	MCF7	K-562	MDA-MB-468	SR	T-47D	BT-549	MOLT-4
O=C(COC(=O)c1ccccc1)NCCCCc1ccccc1	119	105	98	.	101	101	109	95
O=C1c2ccccc2C(=O)c2c1ccc1[nH]c(CCl)nc21	37	6.5*	2.9*	-29*	.	-22*	.	-2.4*
Nn1c(N=Nc2c(O)[nH]c3c(Cl)cc(Cl)cc23)n[nH]c1=S	99	102	96	100	89	93	113	96
CCOC(=O)C1(c2ccccc2)CCOC1=O (stereo not drawn)	104	98	95	99	.	89	74	102
FC(F)(F)Oc1ccc2c(c1)CC1C[C@@H](c3cccc4ccccc34)N2O1 (stereo partly drawn)	85	71	60	93	74	79	110	74

An unsorted share of the library; about 13% have a hit in one of these screens.
